Rtt109 HAT inh: inhibitors of C. albicans Rtt109/Vps75 HAT, primary screen, biochemical, ThioGlo CoA-SH fluorescence, plate reader | Histone acetyltransferase RTT109 (Candida albicans (strain SC5314 / ATCC MYA-2876)), … | purified Rtt109/Vps75, 4 h | inhibition, % at 34.9 µM | 0.16% of 330,000 active | AID 540336, 2011;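 active = inhibition of at least 50% in every replicate; inconclusive = best replicate reaches 50% inhibition but some replicates fall short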
dFosB act: activators of delta FosB homodimer, primary screen, biochemical, fluorescence polarization, TAMRA-CDK5 oligo, single point; purified delta FosB; percent of positive-control signal above neutral wells; activation, % at 25 µM; 0.99% of 340,000 active; AID 493131, 2011;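 active = mean activation above about 17%, with every replicate also reaching it, limit read from the data, passing the limit was not always enough; inconclusive = only one of the two conditions met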;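 note: fluorescence polarization rise as delta FosB binds a TAMRA Cdk5 AP-1 oligo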
PfHsp90 set2: growth inhibition of PfHsp90-expressing yeast, primary screen, antimalarial PfHsp90 inhibitor project, S. cerevisiae, BacTiter-Glo luminescence, single point, set 2; BacTiter-Glo ATP, 48 h; yeast lacking PDR1 and PDR3 efflux regulators; inhibition, % at 9.4 µM; 0.32% of 310,000 active;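 active = every replicate shows inhibition above about 80%, whatever the replicate mean, limit read from the data; inconclusive = mean inhibition reaches the set limit but some replicate falls short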;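 note: 0% = DMSO neutral controls and 100% = 20 µM radicicol positive controls; yeast relying on Plasmodium falciparum Hsp90 in place of its own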
CDK5 p35 inh: inhibitors of human CDK5/p35 kinase, primary screen, biochemical, single concentration | Recombinant CDK5/p35, ADP-Glo luminescence, 60 min | Cyclin-dependent kinase 5 (Homo sapiens) + Cyclin-dependent kinase 5 activator 1 (Homo … | inhibition, % at 10 µM | 0.01% of 330,000 active | AID 488839, 2010;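 active = highest replicate inhibition of at least 50% and at least 75% of replicates reaching 50%; inconclusive = only one of the two criteria met; inactive = both criteria failed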;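 note: plate controls were DMSO neutral control for no effect and GW8510 at 10 µM for full effect; many of its hits are not listed in these tables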
Mot1-301 SUMO: yeast Mot1-301 growth rescue at high temperature, primary screen, SUMOylation pathway inhibitor project, S. cerevisiae, ATP luminescence, 38.5C | 1% of 320,000 active | growth rescue, % at 18.8 µM | S. cerevisiae Mot1-301 growth rescue; percent above DMSO median, 100 means doubled;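 active = every valid replicate shows activation above 250% relative to neutral control wells; inactive = the rest, any valid replicate at or below 250%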;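 note: OY570 slx delta 5 strain wells were the positive control but not used for scaling; some compounds called inactive have numbers as strong as hits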
Keap1-Nrf2 PPI: Keap1-Nrf2 protein-protein interaction inhibitors, primary screen, biochemical, fluorescence polarization, single point. Kelch-like ECH-associated protein 1 (Homo sapiens), Q14145. Keap1 Kelch-Nrf2 peptide fluorescence polarization, 1536-well. inhibition, % at 9.4 µM. 0.15% of 340,000 active. AID 504523, 2011; in the data active = inhibition above about 12%; inconclusive = no clear call, values can overlap the other calls; inactive = below about 7.3%;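 note: human Keap1 Kelch domain with fluorescein labeled Nrf2 9mer peptide probe; 0% = neutral control wells and 100% = peptide positive control; higher means more block of Keap1 binding to Nrf2 peptide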
NSD2 HMT inh: NSD2 histone methyltransferase inhibitors, primary screen, biochemical, AlphaScreen, single concentration, set 2; Histone-lysine N-methyltransferase NSD2 (Homo sapiens), O96028; NSD2 peptide methylation, 120 min; inhibition, % at 12.5 µM; 0.54% of 310,000 active; AID 743445, 2014; in the data active = inhibition above about 50%
Target sequence (O96028 whole entry, looked up): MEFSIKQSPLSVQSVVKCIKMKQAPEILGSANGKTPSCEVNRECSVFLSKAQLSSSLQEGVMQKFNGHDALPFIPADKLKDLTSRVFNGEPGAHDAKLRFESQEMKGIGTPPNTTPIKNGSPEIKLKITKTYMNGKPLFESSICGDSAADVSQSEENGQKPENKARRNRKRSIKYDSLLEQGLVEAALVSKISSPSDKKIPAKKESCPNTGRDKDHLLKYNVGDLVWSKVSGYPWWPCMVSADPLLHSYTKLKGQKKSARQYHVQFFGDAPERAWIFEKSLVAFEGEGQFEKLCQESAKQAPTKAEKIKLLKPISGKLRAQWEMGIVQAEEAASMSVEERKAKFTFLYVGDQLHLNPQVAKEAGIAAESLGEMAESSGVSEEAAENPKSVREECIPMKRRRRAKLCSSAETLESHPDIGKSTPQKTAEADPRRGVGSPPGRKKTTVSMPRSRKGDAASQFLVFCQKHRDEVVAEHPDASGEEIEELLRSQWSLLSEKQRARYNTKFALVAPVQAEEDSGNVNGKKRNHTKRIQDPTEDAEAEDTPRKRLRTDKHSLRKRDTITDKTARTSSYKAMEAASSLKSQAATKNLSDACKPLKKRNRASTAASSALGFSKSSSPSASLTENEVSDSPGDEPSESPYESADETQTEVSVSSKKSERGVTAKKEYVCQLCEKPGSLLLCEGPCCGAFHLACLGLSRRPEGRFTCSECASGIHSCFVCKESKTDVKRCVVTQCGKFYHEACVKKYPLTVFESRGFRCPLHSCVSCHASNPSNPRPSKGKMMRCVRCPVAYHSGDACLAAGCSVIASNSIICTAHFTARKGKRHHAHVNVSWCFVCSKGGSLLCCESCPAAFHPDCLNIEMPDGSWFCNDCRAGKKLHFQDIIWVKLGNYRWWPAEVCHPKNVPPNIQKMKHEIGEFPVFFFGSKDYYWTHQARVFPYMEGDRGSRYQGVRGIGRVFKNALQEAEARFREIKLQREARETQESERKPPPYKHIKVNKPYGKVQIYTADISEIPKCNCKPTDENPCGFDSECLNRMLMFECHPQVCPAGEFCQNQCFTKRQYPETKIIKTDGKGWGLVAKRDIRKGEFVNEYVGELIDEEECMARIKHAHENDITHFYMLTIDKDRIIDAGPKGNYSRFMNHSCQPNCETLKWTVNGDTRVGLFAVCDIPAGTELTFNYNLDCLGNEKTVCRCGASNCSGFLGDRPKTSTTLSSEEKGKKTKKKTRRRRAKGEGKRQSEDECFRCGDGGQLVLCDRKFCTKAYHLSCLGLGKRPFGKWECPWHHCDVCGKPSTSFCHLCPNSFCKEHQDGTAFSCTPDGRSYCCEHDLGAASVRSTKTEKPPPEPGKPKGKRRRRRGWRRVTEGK
C-LANA FP: inhibitors of KSHV C-LANA binding to DNA, primary screen, biochemical, fluorescence polarization, FAM-LBS DNA, MBP-C-LANA, single point. AID 504423, 2011. Kaposi's sarcoma herpesvirus LANA C-terminal domain (residues 932-1162) DNA binding. inhibition, % at 9 µM. 0.078% of 340,000 active;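 active = highest replicate inhibition at or above 60% at 9 µM, even if other replicates fall short; inactive = all replicates below 60% inhibition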;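 note: 0% = neutral control wells and 100% = 4 µM acridine orange control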
PvdQ inh: P. aeruginosa PvdQ acylase inhibitors, primary screen, biochemical, fluorescence, plate reader and imaging, single point | AID 488965, 2010 | 0.063% of 340,000 active | inhibition, % at 10 µM | purified PvdQ acylase | PvdQ acylase [Pseudomonas aeruginosa LESB58]; in the data active = inhibition above about 30%, passing the limit was not always enough; inconclusive = no clear call, values can overlap the other calls;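 note: 0% = vehicle neutral wells and 100% = reference inhibitor wells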
RTF Ca sens act: cardiac RTF calcium sensitivity activators, primary screen, biochemical, IANBD-TnC fluorescence, EC20 calcium; IANBD-labeled TnC RTF fluorescence at EC20 calcium; 0% EC20 calcium, 100% full calcium; activation, % at 7.2 µM; AID 493008, 2010; Troponin I, cardiac muscle (Homo sapiens) + Troponin T, cardiac muscle (Homo sapiens) + …; 0.24% of 340,000 active;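 active = activation above the mean over all tested compounds plus 3 SD, cut at about 30% in these data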;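 note: rise in fluorescence read as greater calcium sensitivity of cardiac thin filaments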
Cardiac RTF inh: cardiac RTF calcium sensitivity inhibitors, primary screen, biochemical, IANBD-TnC fluorescence, EC70 calcium; Troponin I, cardiac muscle (Homo sapiens) + Troponin T, cardiac muscle (Homo sapiens) + …; IANBD-labeled cardiac RTF, Ca2+ fluorescence; inhibition, % at 7.15 µM; 0.12% of 340,000 active;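 active = inhibition above the mean inhibition of all tested compounds plus 3 SD, cut at about 17% in these data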;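 note: assay run at fixed EC70 calcium of 1.6 mM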
An asterisk follows results filed as active; ? = inconclusive; · = not tested or not shown.

The line under a structure holds: Rtt109 HAT inh	dFosB act	PfHsp90 set2	CDK5 p35 inh	Mot1-301 SUMO	Keap1-Nrf2 PPI	NSD2 HMT inh	C-LANA FP	PvdQ inh	RTF Ca sens act	Cardiac RTF inh
CCCN(CCC)C(=O)c1ccc2c(c1)S(=O)(=O)c1ccccc1C2=O
 : 2	-2	13	-0.4	-3	3	4	0.3	-8	-2	-5
Cc1cc(C)n(S(=O)(=O)c2ccc(Cl)cc2)n1
 : 0	-5	-28	0.4	6	0	-1	-0.7	-5	3	-2
COC(=O)c1cc(Br)c(=O)n(CCN(C(C)C)C(C)C)c1
 : 1	-3	1	0.5	8	-1	-4	2.8	-13	5	-7
Cc1cc(Nc2ccccc2C(=O)O)n(-c2ccc([N+](=O)[O-])cc2)n1
 : 10	0	-5	0.7	9	-6	0	-0.4	22	-4	-9
COc1ccccc1Nc1nnc(SCc2cc(=O)n3ccsc3n2)s1
 : 3	-15	-24	1.4	-15	-6	13	0.1	-12	0	-6
CC(=O)Nc1ccc2oc(-c3ccccc3Br)nc2c1
 : -1	-20	-27	1.9	8	2	-1	-0.4	-15	3	-6
Cc1cccc(C)c1N(CC(=O)N(C)Cc1ccccc1)S(C)(=O)=O
 : -1	-8	14	2.5	7	-3	-2	-0.5	-11	-6	-11
Cc1ccccc1N1CCN(CC(=O)Nc2nc(C)c(C(=O)N(C)C)s2)CC1
 : -8	1	-17	-1.9	-4	1	21	0.5	-14	-5	-6
O=C(Nc1ccc([N+](=O)[O-])cn1)C1CC1
 : 3	1	1	0.7	573*	-2	-1	0.0	-3	7	-13
Nn1c(SCC(=O)NCC2CCCO2)nnc1-c1ccc(OC(F)F)cc1 (configuration not stated)
 : 9	1	·	-0.6	140	-3	3	1.9	11	0	-4
COc1ccc([C@@H]2CC=C(C(=O)O)[C@H](c3ccc(C)cc3)N2S(=O)(=O)c2ccccc2C)cc1
 : 6	-4	7	-0.4	·	3	·	-1.9	-7	2	2
C/C(=N\OC(=O)Nc1ccccc1)c1cnn(-c2cc(C(F)(F)F)cc(C)n2)c1C
 : -5	0	0	2.8	-15	-6	-2	-3.5	7	4	4
CCOC(=O)c1ccc(NC(=O)CSc2nc(NC(=O)c3ccccc3)c3c(C)c(C)oc3n2)cc1
 : 32	-8	-4	-0.4	-12	2	-1	-0.5	-1	-2	0
Cc1ccccc1Cn1ccc(-c2ccc3c(c2)OCO3)n1
 : 5	2	-14	-2.4	3	3	-3	-0.3	-15	1	-2
COc1ccc(CN2CC(=O)N(c3cc(Cl)ccc3C)C2=S)cc1OC
 : -1	-9	-17	-0.4	3	3	26	-3.6	-10	-20	-4
CC1CCCC(NC(=O)COC(=O)[C@@H](NC(=O)c2ccccc2Cl)C(C)C)C1C (some centres not stated)
 : 17	-9	-28	0.5	9	-2	-2	1.3	-1	0	-4
O=C(c1ccco1)N1CCN(S(=O)(=O)c2c(Cl)cccc2Cl)CC1
 : -3	-14	-2	0.8	0	-1	2	-1.9	-25	-2	-9
O=C(Nc1ccc2c(c1)OCO2)c1n[nH]c(=O)c2ccccc12
 : -6	-2	-19	0.4	4	0	3	-0.6	-8	-5	0
Cc1ccccc1N(CC(=O)N/N=C/c1cc(Br)c(C)o1)S(C)(=O)=O
 : 6	-2	7	0.4	-11	0	0	0.6	2	-3	1
CC(C)c1ccc(Nc2nnns2)cc1
 : 1	7	-1	1.2	36	0	0	0.9	-12	-2	-11
O=C1CCc2cc(NS(=O)(=O)c3ccc(Cl)cc3)cc3c2N1CC3
 : 3	-2	·	-0.4	-18	-4	4	0.7	17	5	-4
Cc1ccsc1S(=O)(=O)N1CCCC(CCC(=O)NCc2ccccc2F)C1 (configuration not stated)
 : 33	-9	-8	-0.1	-24	2	-4	0.4	4	5	1
CCC(C)(C)NC(=O)Cc1ccc(OC)c(OC)c1
 : ·	0	·	-2.7	-9	-5	0	1.6	-12	4	-2
Cn1c(=O)c2[nH]c(CCC3CCCC3)nc2n(C)c1=O
 : 5	5	15	0.0	·	-1	-1	1.4	5	2	-1
COCCNC(=O)c1cccc(OC2CCN(Cc3ccc(F)c(OC)c3)CC2)c1
 : -2	-5	-4	-0.3	-10	0	49	0.5	5	-8	5
O=C(Nc1nccs1)c1ccc(COc2ccc(Cl)cc2)o1
 : 9	-4	-5	-2.1	-7	-2	8	-0.4	-1	3	-10
C#CCOCCOCCOCCNc1nc(N2CCN(C(=O)[C@H]([C@@H](C)CC)n3cc([C@@H](N)CO)nn3)CC2)nc(N2CCN(C(=O)[C@H]([C@@H](C)CC)n3cc([C@@H](N)CC(C)C)nn3)CC2)n1
 : 12	5	-11	-2.0	-10	-10	·	8.5	-12	4	-19
NC(=O)C1CCN(C(=O)CSc2ncccn2)CC1
 : 10	-6	12	1.0	0	-2	-3	0.3	-2	-2	-12
NNc1nnc2c3cc(F)ccc3n(CCc3ccccc3)c2n1
 : 6	1	-9	-5.1	-15	-3	2	-0.3	-1	-3	-6
NC(=O)CC(NC(=O)c1ccccc1)c1ccc(NC2CCCC2)c([N+](=O)[O-])c1 (configuration not stated)
 : -7	0	-16	-0.2	8	-3	·	2.3	-16	2	0
Cc1ccc(C2CCN(C(=O)Nc3ccccc3)C2)cc1 (configuration not stated)
 : 2	4	37	0.2	3	0	-5	-0.1	1	-4	-2
O=C(CN1CCN(C(=O)CN2C(=O)NC3(CCCC3)C2=O)CC1)Nc1cccc(F)c1
 : -1	-8	-8	-1.0	19	1	5	-0.1	-8	-4	-4
O=C(NCCNC(=O)Nc1ccc(Cl)cc1)Nc1ccc(Cl)cc1
 : 2	2	12	-2.4	·	0	-1	1.4	-13	1	-1
COc1cc(/C=C/C(=O)OCC(=O)Nc2ccccc2Sc2ccc(Cl)cc2)ccc1O
 : -2	-7	1	·	8	1	-1	-1.5	-9	0	-7
Cc1cc(NC(=O)c2ccccc2)cc(NC(=O)c2ccccc2)c1C
 : -1	9	17	0.6	3	-2	-3	-0.6	-22	-1	-3
Cc1ccc2[nH]c(=O)c(CC=C(Cl)Cl)c(C)c2c1
 : ·	-5	-21	-0.7	43	3	0	0.6	?	-2	-10
COc1ccc(C)cc1NC(=O)C(NCC(O)c1ccccc1)c1ccccc1 (configuration not stated)
 : ·	-2	-14	-0.6	-14	-2	8	1.5	5	-2	-14
Cc1cc(=O)oc(C)c1C(=O)Nc1ccccc1F
 : 0	-3	17	1.6	-11	4	26	-0.2	4	-3	2
COc1ccc(NC(=O)CN2CCN(C3c4ccccc4-c4ccccc43)CC2)cc1
 : 12	-6	·	0.0	15	-2	7	0.0	-12	6	-5
O=c1[nH]c2ccccc2n2cnnc12
 : 4	1	-1	0.6	-12	-4	1	1.0	1	·	·
O=C(CNC(=O)c1ccco1)Nc1cc(Cl)ccc1N1CCOCC1
 : -1	0	·	1.4	191	5	·	-0.6	-3	0	-2
O=C(CSc1ncnc2sc3c(c12)CCCCC3)NCc1ccco1
 : 7	-16	3	-0.1	-2	-5	3	-1.1	2	-3	-6

Part of the list above, with each value named.
SMILES: Cc1cc(=O)oc(C)c1C(=O)Nc1ccccc1F
- Rtt109 HAT inh = 0
- dFosB act = -3
- PfHsp90 set2 = 17
- CDK5 p35 inh = 1.6
- Mot1-301 SUMO = -11
- Keap1-Nrf2 PPI = 4
- NSD2 HMT inh = 26
- C-LANA FP = -0.2
- PvdQ inh = 4
- RTF Ca sens act = -3
- Cardiac RTF inh = 2
SMILES: COc1ccc(NC(=O)CN2CCN(C3c4ccccc4-c4ccccc43)CC2)cc1
- Rtt109 HAT inh = 12
- dFosB act = -6
- PfHsp90 set2 = ·
- CDK5 p35 inh = 0.0
- Mot1-301 SUMO = 15
- Keap1-Nrf2 PPI = -2
- NSD2 HMT inh = 7
- C-LANA FP = 0.0
- PvdQ inh = -12
- RTF Ca sens act = 6
- Cardiac RTF inh = -5
SMILES: O=c1[nH]c2ccccc2n2cnnc12
- Rtt109 HAT inh = 4
- dFosB act = 1
- PfHsp90 set2 = -1
- CDK5 p35 inh = 0.6
- Mot1-301 SUMO = -12
- Keap1-Nrf2 PPI = -4
- NSD2 HMT inh = 1
- C-LANA FP = 1.0
- PvdQ inh = 1
- RTF Ca sens act = ·
- Cardiac RTF inh = ·
SMILES: O=C(CNC(=O)c1ccco1)Nc1cc(Cl)ccc1N1CCOCC1
- Rtt109 HAT inh = -1
- dFosB act = 0
- PfHsp90 set2 = ·
- CDK5 p35 inh = 1.4
- Mot1-301 SUMO = 191
- Keap1-Nrf2 PPI = 5
- NSD2 HMT inh = ·
- C-LANA FP = -0.6
- PvdQ inh = -3
- RTF Ca sens act = 0
- Cardiac RTF inh = -2

Bioassay records from PubChem BioAssay.
